PAX8 inh HTS – inhibitors of PAX8-driven TPO luciferase reporter, primary screen, RMG-I cells, single concentration; 1.2% of 360,000 active; inhibition, % at 12.6 µM; SteadyGlo, 24 h;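 active = mean replicate inhibition at least 60% with every replicate also reaching 60%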;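 note: luciferase light reporting Pax8 driven TPO promoter activity; plate controls were median of neutral control wells for no effect and mitoxantrone controls for full effect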
Cneo AK release – Cryptococcus neoformans cell lysis inducers, primary screen, AK release luminescence, single concentration; C. neoformans lysis, adenylate kinase release luminescence, 4 h; normalised: neutral wells 0, clomiphene wells 100; lysis activity, % at 15 µM; 0.2% of 360,000 active; AID 651654, 2012;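 active = mean lysis activity across replicates of at least 80%, whatever share of replicates individually reach that level; inactive = mean lysis activity below 80%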
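Test system: log-phase Cryptococcus neoformans yeast cells. Input: 5 × 10^6 yeast cells/mL. Medium: fresh YPD growth medium. Doses: single dose. Incubation: static 4 h at 37 °C with compound, 1 h detection. Measured by: luminescent adenylate kinase detection reagent. Read-out: signal increase indicating cell lysis. Benchmarks: Clomiphene.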
ARNT-TACC3 inh – disruptors of ARNT/TACC3 protein interaction, primary screen, biochemical, AlphaScreen, single concentration; 0.66% of 390,000 active; inhibition, % at 9.99 µM; AlphaScreen His-ARNT PAS-B/GST-TACC3 binding, luminescence; TACC3 fragment carries E629A point mutation; Transforming acidic coiled-coil-containing protein 3 (Homo sapiens), Q9Y6A5;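 active = mean inhibition of replicates at least 50% and at least half of replicates each reaching 50%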;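 note: 0% = complete ARNT plus TACC3 wells and 100% = ARNT alone without TACC3; many hits fall short of the cut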
PglD DTNB – C. jejuni PglD acetyltransferase inhibitors, primary screen, biochemical, DTNB colorimetric, single point; purified PglD enzyme, DTNB colorimetric CoA detection; 0.098% of 360,000 active; inhibition, % at 12.5 µM; UDP-N-acetylbacillosamine N-acetyltransferase PglD (Campylobacter jejuni); in the data active = inhibition above about 16%, passing the limit was not always enough; note: strong numbers were not always called active
INS-1E GSIS act – GLuc luminescence reporter in INS-1E cells, primary screen for activators of glucose-dependent secretion of insulin. activation, % at 16.6 µM. AID 743287, 2014. INS-1E GLuc reporter insulin secretion, 2-3 h. 0.61% of 370,000 active;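 active = lowest replicate activation of at least 40%, so every replicate reaches that level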;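 note: 0% = median of neutral control wells and 100% = median of IBMX positive control wells; some compounds called inactive have numbers as strong as hits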
Statin myotox sup – suppressors of statin myotoxicity in C2C12 myotubes, primary screen, cell-based, single point, plate reader | rescue of ATP level, % at 7.49 µM | AID 602340, 2012 | 0.78% of 330,000 active | C2C12 myotubes + simvastatin, ATP luminescence, 48 h; scaled: DMSO 0, geranylgeraniol control 100;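 active = mean ATP rescue above about 67%, or every replicate alone reaching that limit, limit read from the data, passing the limit was not always enough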;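 note: myotubes were challenged with 10 µM simvastatin during compound exposure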
PGC1a acetyl inh – inhibitors of PGC1a acetylation signal, primary screen, cell-based, U2OS, AlphaScreen, inhibitor mode. AlphaScreen anti-acetyl-lysine; with virally co-expressed GCN5 acetyltransferase. inhibition, % at 15.6 µM. 0.17% of 350,000 active;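 active = every replicate shows inhibition of at least 40%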;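 note: 0% = neutral control wells and 100% = positive control wells; some results beyond the cut were filed as inactive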
LGR2 antag – inhibitors of bursicon-induced LGR2 CRE-luciferase signal, primary screen, cell-based, HEK293, CRE-luciferase reporter, bursicon stimulation. bursicon-stimulated, 4 h. inhibition, % at 9.99 µM. 0.35% of 380,000 active;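 active = drop in luminescence signal, shown as inhibition above about 50% in the replicate tests, limit read from the data, passing the limit was not always enough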;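 note: agonist challenge used bursicon conditioned medium at about half maximal strength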
* hit, by the source's call; . = not tested or not shown; & = joins results of further samples. The order is random; any-hit rate near 2.9%.

SMILES | PAX8 inh HTS | Cneo AK release | ARNT-TACC3 inh | PglD DTNB | INS-1E GSIS act | Statin myotox sup | PGC1a acetyl inh | LGR2 antag
Cc1cccc(CNC(=O)C2CCC(=O)N(CC3CCCCC3)C2)c1 (stereo not drawn) | 5 | 2 | . | -5 | -10 | -4 | . | 3
CC(C)C(C(=O)NCC1CCCO1)N(C(=O)CNS(=O)(=O)c1ccc(F)cc1)c1ccccc1 (stereo not drawn) | 4 | -1 | -6 | 5 | 7 | -2 | . | -6
CCn1c(SCC(=O)NNC(=O)c2ccc(C)cc2)nnc1C1CC1 | -21 | 2 | -1 | 0 | 0 | -6 | -8 | -10
CCCCNC(=S)Nc1cccc(S(=O)(=O)NC2=NCCC2)c1 | -23 | 2 | . | 3 | 10 | 6 | . | -22
Cc1noc(C)c1NC(=O)Nc1cccc2c1O[C@H](CN(C)Cc1ccccc1)[C@H](C)CN([C@H](C)CO)C2=O | -17 | -2 | -11 | 4 | 19 | -8 | . | 6
O=C(NC1CCN(Cc2ccccc2)CC1)c1ccc(Oc2cc(Cl)cc(Cl)c2)o1 | 3 | 4 | -2 | 1 | -28 | -20 | . | 16
COCCn1nnnc1C(c1cccs1)N1CCN(c2cccc(C(F)(F)F)c2)CC1 (stereo not drawn) | . | -3 | . | -2 | -15&-36 | . | -1 | 3&-5
Cc1noc(C)c1NC(=O)Nc1cccc2c1O[C@@H](CN(C)C(=O)Nc1ccccc1)[C@@H](C)CN([C@@H](C)CO)C2=O | -8 | -5 | -6 | -1 | 22 | 18 | 4 | -4
Cc1cccc(NC(=O)CNC(=O)CN2C(=O)NC3(CCCc4ccccc43)C2=O)c1C (stereo not drawn) | 4 | 0 | 0 | -1 | -6 | 3 | 2 | 11
O=C(NCC(c1ccco1)N1CCc2ccccc21)c1cccc(F)c1 (stereo not drawn) | 12 | -5 | 28 | 1 | -61 | 15 | -18 | 1
COc1ccc(NC(=S)N2CCC(C(=O)c3ccc(F)cc3)CC2)c(OC)c1 | 5 | . | -5 | . | -27 | . | . | 20
N#C[C@H]1N[C@H](CO)[C@H]1c1ccc(C#Cc2cccnc2)cc1 | -9 | -4 | -14 | 1 | -1 | 3 | 6 | 1
CCOC(=O)C1=NN(c2ccccc2C)C2=NC(C)=C(C(=O)OC)C(c3cccc(OC)c3)N12 (stereo not drawn) | -8 | 7 | . | -2 | -3 | . | . | 20
CNC(=O)c1sc2nc(-c3ccc(OC)cc3)cn2c1C | -186 | -4 | 13 | -2 | . | -17 | -5 | .
Cc1cc2nc(-c3ccccc3Br)n(/C=C(\c3ccccc3)n3c(=O)[nH]c4ccccc43)c2cc1C | 24 | 3 | . | -6 | . | -17 | 2 | -28
CCOc1ccccc1N(CC(=O)Nc1ccc(S(=O)(=O)N2CCCC2)cc1)S(C)(=O)=O | -3 | 12 | -5 | -1 | -10 | . | . | -4
C[C@@H]1CN([C@H](C)CO)C(=O)Cc2cc(NC(=O)Nc3ccccc3)ccc2O[C@H]1CN(C)S(=O)(=O)c1cn(C)cn1 | 5 | 1 | -14 | 1 | 24 | 6 | -3 | -2
Cc1ccc(S(=O)(=O)NCCSc2nncn2C)cc1 | -13 | -1 | 5 | 2 | 10 | -1 | -16 | -2
CCOc1ccc(CCNC(=O)CCc2nc(-c3ccc(C)cc3)no2)cc1OCC | . | 0 | -5 | 7 | . | . | -1 | .
CC1=C(C(=O)N2CCOCC2)CC(CC(=O)NCC2CCCCC2)C(=O)N1Cc1ccccc1 (stereo not drawn) | 1 | 5 | . | 1 | -10 | -2 | -1 | 4
CC(=O)N1[C@H](CO)[C@H]2c3ccccc3N(C(=O)c3ccccc3)C[C@H]21 | -18 | -1 | -6 | -1 | 11 | 5 | 6 | -3
O=C(C1CC1)N1CC[C@@H]2[C@@H](CO)Nc3ccc(Br)cc3[C@@H]21 | 4 | -1 | -5 | -1 | -3 | 14 | 8 | -8
C[C@H](CO)N1C[C@H](C)[C@@H](CN(C)Cc2cccc(C(=O)O)c2)Oc2ncc(/C=C/c3ccccc3)cc2C1=O | -1 | 1 | -5 | 2 | 5 | -5 | -7 | 8
CCCN(C)C[C@@H]1Oc2cc(C#C[C@H](C)O)ccc2S(=O)(=O)N([C@@H](C)CO)C[C@@H]1C | . | 3 | 23 | 1 | -2 | 1 | 0 | 13
Cc1[nH]c(C)c(S(=O)(=O)N2c3ccccc3CC2C)c1C(=O)N1CCCCC1 (stereo not drawn) | 4 | 19 | -6 | 3 | -1 | 8 | -14 | 6
COc1ccc(Oc2cccc(Cl)c2CNC(=O)CSCC(=O)O)cc1 | -4 | . | -4 | . | -3 | 0 | 9 | -13
CCC(CC)c1nnc(NC(=O)C2CC(=O)N(c3ccc4c(c3)OCCO4)C2)s1 (stereo not drawn) | 4 | 2 | -1 | 3 | . | . | 12 | .
CC(C)(O)C(=O)NN(C(=O)c1ccccc1)c1cccc(Br)c1 | . | 6 | -4 | 11 | . | 9 | -2 | .
CN(C)c1cccc(F)c1C(=O)NC(=O)Nc1ccc(Cl)cc1 | . | . | -4 | . | -9 | . | -1 | 1
C=CCNc1oc(-c2cccs2)nc1C#N | . | -2 | -2 | -183 | . | 10 | -4 | .
CCNC(=S)N1CCN(c2nc(-c3ccc(F)cc3)cs2)CC1 | 6 | -2 | 1 | 0 | 3 | -51 | -17 | -7
O=C(NCc1cn2ccsc2n1)c1cccc(C(F)(F)F)c1 | . | 0 | -7 | -3 | . | -1 | 0 | .
CC(C(=O)Nc1cccc(S(=O)(=O)N2CCOCC2)c1)N1CCN(c2ccc(F)cc2)CC1 (stereo not drawn) | 6 | . | 5 | . | -26 | . | -21 | 10
CCN(CC)S(=O)(=O)c1ccc(S(=O)(=O)Nc2c(C)nn(C)c2C)cc1 | 11 | 1 | 4 | 0 | -64 | -9 | -1 | -4
COCCCNC(=O)c1cccc(NC(=O)c2ccccc2)c1 | 1 | . | -4 | . | 0 | . | . | 6
CC(C)NC(=O)Nc1ccc2c(c1)C(=O)N([C@H](C)CO)C[C@@H](C)[C@@H](CN(C)C(=O)CCC(F)(F)F)OCCCC[C@H](C)O2 | -3 | 1 | -9 | 5 | 25 | . | -1 | 8
CSC1=NCCN1C(=O)Cc1ccc(Cl)cc1 | -5 | -1 | . | 0 | 1 | -3 | 0 | 1
CCOc1ccc2ccccc2c1C(=O)N1CCOCC1 | . | 1 | -12 | -5 | 1 | 2 | -5 | .
O=C(O)CC1(CC(=O)NCc2ccncc2)CCCCC1 | 3 | 1 | 2 | -1 | . | . | 25 | .
COc1ccccc1NC(=O)COc1ccc(C(=O)NC2CCCc3ccccc32)cc1OC (stereo not drawn) | 4 | -2 | -11 | -3 | 13 | -5 | 1 | -1

Quoted at random: 3 records from the list
SMILES | PAX8 inh HTS | Cneo AK release | ARNT-TACC3 inh | PglD DTNB | INS-1E GSIS act | Statin myotox sup | PGC1a acetyl inh | LGR2 antag
C=CCNc1oc(-c2cccs2)nc1C#N | . | -2 | -2 | -183 | . | 10 | -4 | .
CN(C)c1cccc(F)c1C(=O)NC(=O)Nc1ccc(Cl)cc1 | . | . | -4 | . | -9 | . | -1 | 1
CCCCNC(=S)Nc1cccc(S(=O)(=O)NC2=NCCC2)c1 | -23 | 2 | . | 3 | 10 | 6 | . | -22

The list goes on.
SMILES | PAX8 inh HTS | Cneo AK release | ARNT-TACC3 inh | PglD DTNB | INS-1E GSIS act | Statin myotox sup | PGC1a acetyl inh | LGR2 antag
CCn1nc(C(=O)NCc2nnc3ccccn23)c2ccccc2c1=O | 7 | . | -6 | . | -6 | . | . | -6
CC(=O)Nc1ccccc1-c1nc2ccc(C(=O)N3CCN(c4ccccc4)CC3)cc2[nH]c1=O | 0 | 0 | -4 | -6 | . | 1 | 3 | -3
C[C@@H]1CN([C@H](C)CO)C(=O)Cc2cc(NC(=O)CCC(F)(F)F)ccc2O[C@H]1CN(C)C | -20 | 56 | -8 | 4 | 5 | -11 | -3 | -8
COc1ccccc1-c1cnc2c(c1)C(=O)N([C@@H](C)CO)C[C@H](C)[C@H](CN(C)Cc1cncnc1)O2 | . | -1 | -6 | 0 | 10 | 1 | 1 | -15
COc1ccc(NS(=O)(=O)c2cc(NC(=O)c3ccco3)ccc2N2CCCC2)cc1 | -14 | -1 | -5 | -3 | 9 | -3 | 5 | -9
COc1ccc(CNn2c(-c3ccccc3F)nc3ccccc3c2=O)cc1OC | 6 | 1 | 0 | -4 | 21 | -5 | -6 | 7
O=C(C1CC1)N1CC(=O)N2[C@H](CO)[C@@H](c3ccc(Br)cc3)[C@@H]2C1 | 4 | . | . | . | -4 | . | 10 | 0
Cc1cccc(N2CCN(S(=O)(=O)c3ccc4[nH]c(=O)ccc4c3)CC2)c1C | 12 | 3 | 0 | 1 | . | -14 | 2 | 23
CCOc1ccc(C(=O)C[n+]2ccccc2C)cc1 | -20 | . | 13 | . | 6 | . | . | -9
O=[N+]([O-])c1ccccc1OCCN1CCOCC1 | -9 | -6 | -4 | -4 | -7 | 1 | 13 | 0
C[C@@H]1CN([C@H](C)CO)C(=O)c2cccc(NS(=O)(=O)c3cn(C)cn3)c2O[C@H]1CN(C)Cc1ccc2c(c1)OCO2 | 4 | 3 | -1 | 3 | 5 | 5 | -2 | 3
CSc1ncc2ncn(C3OC(CO)C(O)C3O)c2n1 (stereo not drawn) | 18 | -3 | 0 | -3 | 5 | -7 | -9 | 6
CC1CC(C)CN(c2oc(-c3ccccc3F)nc2C#N)C1 (stereo not drawn) | 17 | 0 | 25 | 3 | 10 | -16 | 0 | 7
COc1ccc(NC(=O)CN2CCCCC2)c([N+](=O)[O-])c1 | . | 1 | 7 | 3 | -11 | 14 | -6 | -18
CCCN1C[C@H](C)[C@@H](OC)CN(C)C(=O)c2ccc(NC(=O)c3cnccn3)cc2OC[C@@H]1C | 13 | . | . | . | 4 | . | -3 | -5
O=C(Nc1ccccc1)[C@@H]1[C@@H](CO)[C@@H]2Cn3c(cccc3=O)[C@H]1N2C(=O)c1ccccc1 | . | -1 | 11 | -3 | 0 | -15 | . | 3
C[C@@H]1CN([C@H](C)CO)C(=O)c2cc(NC(=O)Cc3ccccc3)ccc2O[C@@H](C)CCCCO[C@H]1CN(C)C(=O)Nc1ccc2c(c1)OCO2 | -26 | 8 | 20 | 5 | -21 | . | -12 | -9
Cc1ccc(S(=O)(=O)c2c(N)n(NC(=O)c3ccco3)c3nc4ccccc4nc23)cc1 | . | . | -2 | -3 | -12 | -10 | 1 | -9
CC(=O)c1c(COC(=O)c2ccncc2)nc2ccccc2[n+]1[O-] | . | -1 | 4 | -5 | . | 10 | 2 | .
CCCCCC(=O)Nc1cc(N(C)C)nc2ccccc12 | . | -1 | -2 | -8 | . | -33 | -7 | .
Cc1cc(OCC(=O)N2CCN(c3ccc(F)cc3)CC2)c2c(C)cc(=O)oc2c1 | -9 | -1 | 0 | 0 | 8 | 3 | 14 | -9
CO[C@@H]1CN(C)C(=O)c2cc(NS(=O)(=O)c3cn(C)cn3)ccc2OC[C@@H](C)N(CCC(F)(F)F)C[C@@H]1C | 0 | 0 | -31 | 4 | -1 | 17 | -19 | -1

From PubChem
